Ins promoter up: MIN6 insulin promoter up-regulation | MIN6 insulin promoter-GFP reporter, high-content imaging; hits give high values | 190,000 compounds, 0.3% hits | AID 1625 | z-score at 5 µM;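 active = z-score above 3 at 5 µM with at least 500 cells counted in the well; inconclusive = wells under 500 cells, flagged as cytotoxic or low count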
P. falciparum M17LAP: P. falciparum M17LAP inhibitors, primary screen, biochemical, fluorogenic H-Leu-NHMec substrate, 1536-well (AID 1619). recombinant M17LAP, H-Leu-NHMec fluorogenic kinetic assay; higher % means a stronger effect. inhibition, % at 30 µM; hits with a dose series show IC50 in µM. 220,000 compounds, 0.38% hits;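 active = compound inhibiting the enzyme by more than half at any dose during confirmatory dose-response retesting; inconclusive = strong single-dose inhibitors picked by rank but not retested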;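 note: plate controls were full reaction with DMSO carrier for no effect and no enzyme background for full effect; strong numbers were not always called active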
Yfh1-depleted yeast: mitochondrial function rescue without frataxin homolog – Friedreich's ataxia, plus single-dose screen, dose response (AID 1465). fold induction at 50 µM; hits with a dose series show EC50 in µM. S. cerevisiae Yfh1-off respiration, WST-1 reduction, 72 h; higher fold induction means a stronger effect. 220,000 compounds, 0.074% hits;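 active = fold induction of absorbance versus untreated yeast above a set limit, then at least 30% activation at any dose in follow-up; inconclusive = repeats straddling the limit, or above it without dose testing; inactive = fold induction below the set limit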;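 note: activators that raise dye reduction in frataxin-depleted yeast; strong numbers were not always called active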
MT stabilize HCS: stabilizes microtubules in HeLa cells; HeLa tubulin immunostaining HCS, 24 h; share of cells brighter than vehicle mean+2SD; % tubulin-high responders, % at 10 µM; 200,000 compounds, 0.83% hits; AID 2205;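 active = plate Z-score above 3 for both tubulin-high and condensed-nucleus cell shares, with cell loss under 80%, at 10 µM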;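 note: anti alpha tubulin signal scored within the nucleus-defined area of each cell; some results filed as inactive read as strong as hits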
Autophagy mod: alters autophagy in cells; 190,000 compounds, 0.98% hits; MEF GFP-LC3 puncta imaging; test concentration mostly 10 µM; calls only at 10 µM (by protocol);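 active = percentage of spot-positive cells more than 3 SD above its plate mean, without a fluorescence outlier flag or 80% toxicity; inconclusive = no clear call, values can overlap the other calls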;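 note: spot-positive cell cutoff set from DMSO-treated cells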
M1AAP inhibition: P. falciparum M1AAP inhibitors, biochemical, fluorogenic H-Leu-NHMec substrate, 1536-well (AID 1445); recombinant M1AAP, H-Leu-NHMec fluorogenic kinetic assay; higher % means a stronger effect; inhibition, % at 30 µM, or IC50 in µM where a hit was titrated; 220,000 compounds, 0.42% hits;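 active = primary inhibition above the hit cutoff, then over 50% inhibition at one or more dose response concentrations, cut at about 23% in these data, passing the limit was not always enough; inconclusive = conflicting primary data, or primary hits not chosen for dose response; inactive = low primary inhibition, or under 50% at every dose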;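 note: plate controls were DMSO full reaction for no effect and no enzyme background for full effect; strong numbers were not always called active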
CSM14.1 death rescue: rescue of cells from ER stress-induced death, primary screen, 384-well, CSM14.1, thapsigargin, ATP luminescence (AID 1222); CSM14.1 thapsigargin-induced death rescue, ATP luminescence; higher % means a stronger effect; cellular ATP content (survival), % at 20 µM, or EC50 in µM where a hit was titrated; 190,000 tested, under 10 active;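 active = EC50 below 50 µM in the dose-response confirmation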;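 note: death triggered by thapsigargin at about 15 µM added after 2 h compound pretreatment; cell ATP read after overnight thapsigargin exposure of roughly 18 to 22 hours; normalized against plate controls of thapsigargin alone and 5% DMSO vehicle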
Lipid droplet: hepatic lipid droplet formation modulation; AML12 mouse hepatocytes, oleate lipid droplets, BODIPY imaging; inhibition, % at 6.5 µM; 240,000 compounds, 0.4% hits; AID 1656;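 active = lipid droplet intensity inhibited by at least 50%, with more than 500 cells counted; inconclusive = wells with under 300 cells, treated as cytotoxic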
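Test system: AML12 hepatocytes (mouse); reagent: oleate loading, 100 µM; dosing: one dose, 6.5 µM compound; incubation: overnight exposure; signal: fluorescence imaging, 20x objective, two fields per well; read-out basis: % inhibition of corrected integrated BODIPY droplet signal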
Dynein transport: dynein cargo transport inhibition. 3617.4 mouse cells, GR-EGFP nuclear translocation imaging; test concentration mostly 20 µM; stimulated with dexamethasone, 1 µM; hits give low values. z-score, hits read low. 220,000 compounds, 0.47% hits;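 active = plate z-score of nuclear minus cytoplasmic receptor signal below a set negative limit, without overly bright fluorescence or cell loss, cut at about -3.5 in these data, passing the limit was not always enough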;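 note: z-score of nuclear minus cytoplasmic ring GR-EGFP intensity difference per well; some compounds called inactive have numbers as strong as hits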
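Buffer or medium: tet-free, stripped-serum medium; Also added: dexamethasone, 1.0 µM final; Technique: high-content fluorescence imaging after fixation; Times: 48 h induction, 1 h compound, 30 min dex at 37 °C; Read-out: per-cell GR-EGFP intensity, nucleus versus surrounding cytoplasmic ring, well-averaged.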
Dynein transport cytoplasmic EGFP: also measured in Dynein transport; calls as there; z-score; measured here: cytoplasmic GR-EGFP intensity; hits give high values
Dynein transport nuclear GR-EGFP: recorded beside Dynein transport, whose call it bears; z-score; measured here: nuclear GR-EGFP intensity;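 lower value marks the stronger effect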
Dynein transport cell count: recorded beside Dynein transport, whose call it bears; z-score; measured here: cell count per field
Ins promoter up cell count: also measured in Ins promoter up; calls as there; cell count; measured here: cytotoxicity, nuclei count;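 total cells summed across four imaged fields per well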
Lipid droplet cells 6.5 µM: second read-out of Lipid droplet, no call of its own (marks repeat the call); cell count; measured here: cell count, cytotoxicity flag;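 cells counted across two imaged fields per well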
MT stabilize HCS Hoechst-high %: also measured in MT stabilize HCS; calls as there; % Hoechst-high responders; measured here: nuclear condensation Hoechst responders;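 share of cells brighter than vehicle mean plus two SD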
MT stabilize HCS cytotoxicity %: second read-out of MT stabilize HCS, no call of its own (marks repeat the call); toxicity, %; measured here: cytotoxicity by cell density;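 0% = mean cell density of plate MIN control wells and 100% = no cells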
Autophagy mod cell loss 18 h: also measured in Autophagy mod; calls as there; toxicity, %; measured here: cell loss, nuclei count;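 cell loss after 18 h compound exposure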
An asterisk follows results filed as active; i = inactive; ? = inconclusive; . = no result given.

molecule	Ins promoter up	Ins promoter up cell count	P. falciparum M17LAP	Yfh1-depleted yeast	MT stabilize HCS	MT stabilize HCS Hoechst-high %	MT stabilize HCS cytotoxicity %	Autophagy mod	Autophagy mod cell loss 18 h	M1AAP inhibition	CSM14.1 death rescue	Lipid droplet	Lipid droplet cells 6.5 µM	Dynein transport	Dynein transport cytoplasmic EGFP	Dynein transport nuclear GR-EGFP	Dynein transport cell count
CC(Sc1cccc[n+]1[O-])C(=O)Nc1ccc(Oc2ccccc2)cc1 (centres undefined)	-0.19	1632	-3%	i	3.3	1.6	8.0	i	-22	-8%	1.0%	-15	633	0.75	-0.25	0.47	-0.12
CC(C)c1ccc(CNC(=O)C(=O)Nc2nccs2)cc1	.	.	-1%	i	1.8	1.9	12	i	16	9%	-2.6%	8	729	1.1	-0.23	0.7	-0.18
Cn1c(=O)c2c(nc(N3CCOCC3)n2CC(=O)C23CC4CC(CC(C4)C2)C3)n(C)c1=O	-1.4	976	0%	i	2.3	3.1	16	i	9	7%	-0.1%	8	765	1	-0.18	0.98	0.64
Cc1ccc(C2C3=C(CC(C)(C)CC3=O)N=C3c4ccccc4C(=O)C32)cc1 (centres undefined)	-0.38	1286	14%	i	2.8	1.4	6.1	i	5	16%	-0.6%	-7	633	0.015	-0.19	0.26	-0.33
O=C1NC(Cc2ccccc2)C(=O)N1CC(=O)N1CCCc2ccccc21 (centres undefined)	0.82	1215	0%	i	4.0	2.6	5.0	i	1	2%	-1.1%	3	631	-0.022	-0.056	0.63	-0.46
CC(C)(C)NC(=O)CCN1CCOCC1	-0.86	926	0%	i	3.3	1.0	0.2	i	-6	-2%	2.1%	-1	747	-0.17	-0.21	-0.16	0.25
COc1ccc([N+](=O)[O-])cc1NC1CCCCC1	.	.	8%	i	1.0	1.7	4.6	i	23	0%	-0.5%	.	.	-0.44	-0.23	-0.52	0.51
COc1cc(OC)c(C2=NOC(C(=O)Nc3ccc4c(c3)OCO4)C2)cc1Cl (centres undefined)	-0.04	1642	2%	i	4.1	1.1	7.3	i	4	0%	-0.6%	-7	633	-0.53	-0.33	-0.25	0.82
NC(=O)NC(c1ccccc1)c1ccccc1F (centres undefined)	-1.2	1857	9%	i	3.0	3.0	12	i	-6	-3%	0.8%	-12	698	0.53	-0.24	0.72	0.17
O=C(NC(n1ccc(=O)[nH]c1=O)C(Cl)(Cl)Cl)C12CC3CC(CC(C3)C1)C2 (centres undefined)	0.02	1250	0%	i	.	.	.	.	.	3%	.	-16	714	1.3	-0.25	0.49	0.28
O=C(COC(=O)CC12CC3CC(CC(C3)C1)C2)Nc1cccnc1Cl	-0.32	1554	2%	i	3.6	1.2	7.1	i	-35	0%	-0.6%	0	651	1.8	-0.11	1.6	-2.1
O=C(c1cc(-c2ccco2)nc2ccccc12)N1CCN(c2ccc(F)cc2)CC1	0.81	1318	-12%	i	2.6	3.3	4.6	i	-7	8%	-5.3%	-8	683	-0.47	-0.29	-0.48	0.31
CC(C)(C)c1ccc(C(=O)NC(Cc2ccccc2)C(=O)O)cc1 (centres undefined)	-0.55	1525	31%	i	3.7	1.6	9.4	i	0	?	-1.1%	.	.	-0.16	-0.19	0.041	0.32
COc1ccc(C(=O)Nc2cnc3sc(C)nn3c2=O)cc1	-0.21	1297	15%	i	1.4	1.6	0.6	i	-7	6%	-4.7%	5	739	-2.1	-0.39	-0.84	2.1
CCOc1ccc(/C=C2\SC(=S)N(NS(=O)(=O)c3ccccc3)C2=O)cc1OC	-0.3	1062	44%	i	.	.	.	.	.	?	.	-13	631	-0.026	-0.27	-0.09	0.6
O=C(O)CSc1nnc(SCc2cccc3ccccc23)s1	.	.	22%	i	1.6	1.7	10	i	7	0%	-0.7%	14	801	-0.73	-0.38	-0.38	1.4
CCOCCn1c(N(C)Cc2ccccc2)nc2c1c(=O)[nH]c(=O)n2C	0.01	1204	8%	i	2.9	2.8	7.7	i	14	2%	2.9%	.	.	-0.42	-0.25	0.092	0.9
CCCc1nc(SCC(=O)Nc2nnc(CC)s2)c2c(C)c(C)sc2n1	.	.	2%	i	1.4	2.2	9.9	i	3	14%	1.1%	.	.	-0.59	-0.23	-0.57	0.62
O=C(NCc1ccco1)/C(=C/C=C\c1ccccc1)NC(=O)c1ccc(Br)o1	-0.65	1175	5%	i	1.6	2.2	5.6	i	16	0%	-0.6%	-16	719	-1.8	0.18	-1.2	1
CCC(C)NC(=O)CC1Oc2ccc(C)cc2NC1=O (centres undefined)	?	.	-4%	i	2.6	2.1	5.0	i	-8	1%	-2.7%	1	598	-0.37	-0.099	0.043	-0.34

Remaining list, next part.
molecule	Ins promoter up	Ins promoter up cell count	P. falciparum M17LAP	Yfh1-depleted yeast	MT stabilize HCS	MT stabilize HCS Hoechst-high %	MT stabilize HCS cytotoxicity %	Autophagy mod	Autophagy mod cell loss 18 h	M1AAP inhibition	CSM14.1 death rescue	Lipid droplet	Lipid droplet cells 6.5 µM	Dynein transport	Dynein transport cytoplasmic EGFP	Dynein transport nuclear GR-EGFP	Dynein transport cell count
Cc1ccc(S(=O)(=O)N2CCCC2C(=O)NCc2ccco2)cc1 (centres undefined)	1.6	1198	9%	i	3.0	1.8	1.9	i	-6	6%	-2.4%	-6	852	-0.71	-0.13	-0.36	-0.74
Cc1sc(=NC(=O)c2ccco2)n(C)c1-c1ccccc1	.	.	9%	i	1.8	2.3	2.7	i	6	?	-9.7%	.	.	-0.47	-0.23	-0.78	0.73
COCCCNC(=O)C1CCCN(S(=O)(=O)c2ccc(C)cc2)C1 (centres undefined)	0.23	1253	-11%	i	2.7	1.8	2.5	i	-6	0%	-0.4%	-1	724	-0.14	-0.19	-0.19	0.18
CNc1nnc(-c2ccncc2)s1	-0.09	1295	-159%	i	2.6	1.9	7.3	i	-5	0%	-0.8%	-9	675	0.21	-0.24	0.066	0.89
Cc1c(C)c2ccc(OCC(=O)N3CCOCC3)c(C)c2oc1=O	-0.64	1290	5%	i	1.6	1.0	3.8	i	5	8%	-0.4%	14	740	-0.74	-0.3	-0.3	0.74
O=C(NCCCN1CCCCCC1)c1ccc(CS(=O)(=O)Cc2ccccc2F)o1	.	.	-1%	i	3.0	1.4	7.2	i	1	8%	30%	24	749	-0.63	-0.22	0.18	-0.097
COC(=O)c1c(C(=O)OC)c(C)n(Cc2cccnc2)c1C	0.19	1302	2%	i	2.6	1.9	6.3	i	-1	5%	1.6%	-2	776	-0.25	-0.27	-0.26	-0.3
Cc1nn(Cc2ccc(Cl)cc2Cl)c(C)c1NC(=O)c1nn(C)cc1Cl	.	.	4%	i	2.9	2.0	1.5	i	-3	2%	-1.1%	.	.	-0.92	-0.21	-1.2	0.35
Cc1ccc(OCCN2CCN(C(=O)CCC(=O)Nc3nnc(CC(C)C)s3)CC2)cc1	-0.11	1138	3%	i	.	.	.	.	.	-7%	.	2	725	0.86	-0.2	0.32	-0.54
CCOC(=O)/C=C1\SCC(=O)N1CC(=O)NC(C)c1ccccc1 (centres undefined)	0.18	1453	-11%	i	4.4	3.7	6.7	i	-1	-2%	-0.9%	-7	674	-0.45	-0.32	-0.45	0.39
Cc1nn(-c2ccccc2)c2c1C(c1ccc([N+](=O)[O-])cc1)C(C#N)=C(N)O2 (centres undefined)	0.16	1434	5%	i	.	.	.	.	.	4%	.	25	808	-0.75	-0.16	-0.63	0.084
O=C1c2ccccc2-c2onc3c(Oc4ccccc4)cc(O)c1c23	-0.27	877	-15%	.	3.1	1.2	6.0	i	-2	1%	-4.6%	56*	757*	0.82	0.011	0.47	-0.3
Nc1nc2n(n1)C(c1cccc(Cl)c1)CC(c1ccc(F)cc1)N2 (centres undefined)	0.31	939	4%	i	2.3	4.0	5.1	i	-2	13%	5.1%	.	.	-0.33	-0.21	-0.18	0.18
COc1ccc(C(c2c(NC(=O)c3ccccc3)sc(C)c2C)N2CCN(CCO)CC2)cc1 (centres undefined)	0.37	1201	13%	i	3.4	2.6	2.4	i	-2	1%	-2.1%	-6	576	1.5	-0.22	0.68	-0.75
S=C(NC1CCCCC1)N1CCOCC1	-0.29	1025	8%	i	.	.	.	.	.	11%	.	32	680	1.9	-0.2	1.4	-1.6
OCCNCCNCc1ccc(-c2ccccc2)cc1	-0.39	1182	-2%	i	6.8	2.1	5.3	i	-1	-2%	-0.2%	1	681	-1.5	-0.27	-0.8	0.82
Cc1ccc(C(=O)Nc2nc3ccc(S(C)(=O)=O)cc3s2)o1	.	.	49%	i	2.3	2.3	2.9	i	4	6%	-5.4%	-20	744	0.027	-0.24	0.26	-0.19
O=C(CCNC(=O)c1ccccc1Cl)OCC(=O)c1ccccc1	0.35	1411	-7%	i	4.1	3.7	6.3	i	-8	1%	0.9%	1	676	0.017	0.41	0.72	-0.62
COc1ccc(OCCC(=O)OCC(=O)NCc2ccccc2)cc1	-0.35	1599	6%	i	3.3	2.6	8.1	i	-3	-1%	-1.8%	-23	556	0.41	-0.13	0.042	-0.021
CCOC(=O)c1c(NC(=O)CSc2nnc(C)s2)sc2c1CCC(CC)C2 (centres undefined)	.	.	-5%	i	1.5	1.7	7.9	i	-5	9%	4.1%	0	708	0.018	-0.21	0.041	-0.42
N#Cc1ccc(COC(=O)CSc2nnc(N)s2)cc1	-0.33	1546	-1%	i	5.2	3.5	2.8	i	28	10%	-0.9%	3	654	0.13	-0.21	-0.14	-0.41

Screening data as filed in PubChem.
